GPR35 antagonists: GPR35 antagonists blocking zaprinast-driven arrestin recruitment, primary screen, imaging, U2OS, beta-arrestin-GFP, zaprinast agonist (AID 2058); G-protein coupled receptor 35 (Homo sapiens); U2OS GPR35 beta-arrestin-GFP translocation imaging, zaprinast antagonism; higher % means a stronger effect; one-dose inhibition, % at 10 µM; IC50 in µM for titrated hits; hit rate 0.052% among 290,000;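 active = inhibition of at least 50% with at least 30 cells and total cytoplasm GFP at most 10,000,000; inconclusive = under 30 cells or total GFP of 10,000,000 plus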
UTI89 phage lysis: inhibition of K1F phage lysis, E. coli UTI89, bacterial capsule biogenesis inhibitors, alamar blue (AID 488966); E. coli UTI89 K1F phage lysis, alamar blue, 2 h; higher % means a stronger effect; inhibition, % at 100 µM, or IC50 in µM where a hit was titrated; hit rate 0.02% among 340,000;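 active = phage lysis inhibition, versus mean bacterial control, above a set limit; inconclusive = no clear call, values can overlap the other calls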;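 also: capsule biogenesis inhibitors block K1F phage lysis so surviving cells raise fluorescence; higher fluorescence means more inhibition of phage lysis; actives were called in the ten point dose series up to 300 µM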
HIV fusion peptide: inhibitors of HIV fusion peptide binding, primary screen, biochemical, uHTS, fluorescence dequenching (AID 1986) | cell-free peptide binding, fluorescence dequenching, 30 min; higher % means a stronger effect | one-dose inhibition, % at 20 µM; IC50 in µM for titrated hits | hit rate 0.3% among 290,000; in the data active = inhibition mostly above about 52%, no sharp cut-off; inactive = mostly below about 76%; also: some results filed as inactive read as strong as hits
GPR55 LPI antagonism: GPR55 antagonists blocking LPI-driven arrestin recruitment, primary screen, imaging, U2OS, beta-arrestin-GFP, LPI agonist (AID 2013); U2OS GPR55 beta-arrestin-GFP translocation imaging, LPI antagonism; higher % means a stronger effect; G-protein coupled receptor 55 (Homo sapiens); hit rate 0.13% among 290,000; inhibition, % at 10 µM; hits with a dose series show IC50 in µM;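 active = spots per cell inhibited over 60%, with over 100 cells counted and total cytoplasm intensity under 500,000; inconclusive = wells with under 100 cells, flagged as likely toxic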;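 also: U2OS cells stably carrying GPR55 and arrestin-GFP stimulated by 5 µM LPI near EC80; imaged beta-arrestin-GFP aggregate spots per cell after agonist stimulation; plate controls were LPI-stimulated DMSO wells for no effect and DMSO wells without LPI for full effect; some results filed as inactive read as strong as hits; confirmed hits need IC50 under 10 µM and bright autofluorescent wells are also inconclusive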
MgcRacGAP inhibition: MgcRacGAP GTPase-activating activity inhibitors, confirmation, biochemical, ADP Hunter fluorescence; Rac GTPase-activating protein 1 (Homo sapiens); MgcRacGAP-stimulated Rac1 GTP hydrolysis, ADP Hunter fluorescence; higher % means a stronger effect; GST-tagged Rac1 F28L mutant substrate; inhibition, % at 30 µM, or IC50 in µM where a hit was titrated; hit rate 0.6% among 340,000;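 active = first-screen hits whose inhibition reached a set limit at any dose in the follow-up dose series; inconclusive = inhibition above the set first-screen limit but never retested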;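 also: fluorescence reports GDP produced by GAP-driven GTP hydrolysis; strong numbers were not always called active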
SV40 large T antigen: SV40 large T antigen inhibitors, biochemical (AID 1903); SV40 large T antigen ATPase/helicase inhibition assay; higher % means a stronger effect; inhibition, % at 20 µM, or IC50 in µM where a hit was titrated; hit rate 0.39% among 310,000; in the data active = a potency from the dose series; inconclusive = inhibition mostly from about 32% at the one dose, without a potency; inactive = the rest, 99 in 100 with inhibition below about 32%; also: strong numbers were not always called active
RSV antiviral HEp-2: RSV antiviral activity via CPE protection, HEp-2 cells, primary 10 µM value included (AID 2391); CPE inhibition, % at 10 µM; hits with a dose series show IC50 in µM; HEp-2 cells, RSV-induced CPE inhibition; higher % means a stronger effect; hit rate 0.13% among 310,000; in the data active = a potency from the dose series; inconclusive = CPE inhibition mostly from about 23% at the one dose, without a potency; inactive = the rest, 99 in 100 with CPE inhibition below about 21%; also: strong numbers were not always called active
Salmonella PhoP GFP: inhibitors of PhoP regulon expression, primary screen, Salmonella Typhimurium, GFP reporter (AID 1863) | S. Typhimurium PhoP-regulated promoter GFP reporter, 4 h; higher % means a stronger effect | inhibition, % at 50 µM, or IC50 in µM where a hit was titrated | hit rate 0.16% among 300,000;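 active = inhibition over 29.93%, a cutoff 3 SD above the screen mean, later confirmed by dose response; inconclusive = inhibition over 29.93% but no dose response follow-up; inactive = inhibition at most 29.93% or unconfirmed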;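 also: 0% = low Mg2+ inducing control and 100% = high Mg2+ repressing control; strong numbers were not always called active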
Dengue-2 NS5 capping: Dengue-2 NS5 methyltransferase inhibitors, primary screen, biochemical, confirmation dose response (AID 588689) | inhibition, % at 25 µM, or IC50 in µM where a hit was titrated | Genome polyprotein (Dengue virus type 2 (strain 16681-PDK53)) | Dengue-2 NS5 methyltransferase capping enzyme assay, biochemical; higher % means a stronger effect | hit rate 0.3% among 340,000; in the data active = a potency from the dose series; inconclusive = inhibition above about 29% without an active follow-up result
Dengue-2 NS5 capping pilot replicate: second read-out of Dengue-2 NS5 capping, no call of its own (marks repeat the call); inhibition, %; measured here: pilot screen replicate inhibition
Active calls of the source: *; ? = inconclusive; . = not tested or not shown; [ ] = remark or other dose. No enrichment for hits (roughly 1.5% active in at least one column).

SMILES	GPR35 antagonists	UTI89 phage lysis	HIV fusion peptide	GPR55 LPI antagonism	MgcRacGAP inhibition	SV40 large T antigen	RSV antiviral HEp-2	Salmonella PhoP GFP	Dengue-2 NS5 capping	others
O=C(COC(=O)/C=C/c1cccc(Cl)c1)Nc1ccccc1-c1ccccc1	-9%	.	-0.1%	3%	.	12%	1.4%	-4%	.
Cc1cccc(C(=O)O/N=C/c2ccc(Br)cc2)c1	1%	0.4%	2.7%	-5%	5%	14%	1.2%	1%	-9%
CS(=O)(=O)N1CCN(c2ccc([N+](=O)[O-])c(SCc3ccco3)c2)CC1	-6%	.	20%	0%	.	7%	0.1%	0%	.
CCOc1ccccc1NC(=O)C(CC(C)C)NC(=O)C1CCCCC1 (centres undefined)	32%	0.2%	-0.2%	3%	6%	3%	0.2%	0%	-9%
O=C(COC(=O)C1(c2ccccc2F)CCCC1)Nc1ncc(C(F)(F)F)cc1Cl	27%	-1.4%	-1.1%	4%	-5%	2%	0.1%	11%	1%
O=C(NCC1CCCO1)c1ccc2c(=O)n(Cc3ccco3)c(SCC(=O)N3CCCC3)nc2c1 (centres undefined)	9%	-0.1%	0.8%	6%	7%	3%	4.0%	-5%	-9%
CN(C)S(=O)(=O)c1ccc(Cl)c(C(=O)NNC(=O)c2ccc3c(c2)OCO3)c1	.	-0.1%[50 µM]	.	.	-4%	.	1.2%	.	5%
C#CCOCCOCCOCCNc1nc(N2CCOCC2)nc(N2CCN(C(=O)CCCCCCCCCCNC(=O)[C@@H](CCSC)n3cc(CCO)nn3)CC2)n1	.	-1.8%	.	.	1%	7%	3.9%	.	-2%
Cc1ccc(OCCCC(=O)Nc2cc(Cl)ccc2-n2cncn2)cc1	.	0.4%[50 µM]	.	.	10%	12%	1.3%	-6%	-4%
Cn1cccc1C(=O)NC(=O)COC(=O)c1cc(S(=O)(=O)N2CCCCC2)ccc1Cl	-2%	.	2.1%	-3%	.	23%	1.0%	1%	.
CCN(Cc1cc(=O)oc2cc(C)ccc12)c1ccccc1	5%	0.1%	1.2%	11%	7%	7%	?	0%	6%	Dengue-2 NS5 capping pilot replicate=-3.7
O=c1[nH]c(Nc2ccc(F)cc2)cc2ccccc12	-10%	-5.7%	2.3%	-5%	18%	2%	0.1%	-58%	-1%
CN(C)CCN(C(=O)/C=C/c1cccs1)c1nc2c(F)cc(F)cc2s1	25%	1.1%[50 µM]	57%*	24%	11%	6%	18%	4%	-4%
Cc1cccc(C)c1NC(=O)CSc1nnc(C2CCCCC2)o1	11%	0.1%	-0.9%	-8%	2%	2%	0.7%	8%	-2%
OCCCNc1nc(-c2ccc(Br)cc2)nnc1-c1ccc(Cl)cc1	-15%	3.9%	0.1%	17%	17%	5%	?	13%	-7%
Cc1nn(C(C)C(=O)O)c(=O)c2c1sc1ccccc12 (centres undefined)	7%	2.3%	0.8%	1%	8%	6%	-0.4%	3%	5%
Cc1c(NC(=O)Cn2cc([N+](=O)[O-])cn2)c(=O)n(-c2ccccc2)n1C	8%	0.4%	-1.1%	3%	7%	-4%	0.5%	-4%	-4%
S=C(Nc1ccc2nsnc2c1)NC1CCCCC1	-2%	2.6%[50 µM]	4.4%	2%	6%	4%	9.9%	23%	26%
COc1ccccc1N1C(=O)N(C(C)=O)C2C1Nc1ccccc1N2C (centres undefined)	-16%	0.6%	0.2%	-6%	5%	-1%	9.4%	12%	24%
CCOc1ccc(CCNS(=O)(=O)c2ccc3c(c2)oc(=O)n3C)cc1OCC	2%	0.4%	-0.5%	-12%	11%	5%	1.7%	-8%	-3%
CCC(c1c(C)[nH]oc1=O)c1c(C)[nH]oc1=O	19%	-0.5%	-1.7%	4%	12%	12%	-0.2%	7%	3%
COc1cc(C(=O)N=C2SC3CS(=O)(=O)CC3N2c2ccccc2)cc(OC)c1OC (centres undefined)	5%	0.2%	-0.3%	14%	11%	13%	2.4%	-2%	1%
O=C(NNC(=O)c1ccccc1O)c1ccc(S(=O)(=O)Nc2ccccc2)cc1	.	0.8%[50 µM]	.	.	2%	10%	-0.5%	-8%	-8%
COCCCNC(=O)/C(C#N)=C/c1cccc(NC(=O)c2ccccc2Cl)c1	-14%	-0.2%	2.5%	8%	13%	16%	1.9%	-1%	-11%
Oc1cccc2ccc(/C=C/c3cccs3)nc12	14%	7.0%	-9.1%	14%	3%	8%	6.6%	-10%	-8%

The closing 2 records of the part above open the next one:
SMILES	GPR35 antagonists	UTI89 phage lysis	HIV fusion peptide	GPR55 LPI antagonism	MgcRacGAP inhibition	SV40 large T antigen	RSV antiviral HEp-2	Salmonella PhoP GFP	Dengue-2 NS5 capping	others
COCCCNC(=O)/C(C#N)=C/c1cccc(NC(=O)c2ccccc2Cl)c1	-14%	-0.2%	2.5%	8%	13%	16%	1.9%	-1%	-11%
Oc1cccc2ccc(/C=C/c3cccs3)nc12	14%	7.0%	-9.1%	14%	3%	8%	6.6%	-10%	-8%
O=S(=O)(c1ccc2oc3ccccc3c2c1)N1CCCC1	-1%	0.0%	3.3%	-3%	1%	4%	0.9%	0%	-6%
O=C1CCCC/C1=C\Nc1ccc(S(=O)(=O)Nc2cnc3ccccc3n2)cc1	20%	-0.1%	15%	-1%	-2%	24%	1.2%	7%	2%
COCC(=O)Nc1cc(Cl)ccc1C(F)(F)F	6%	.	-2.0%	-4%	.	0%	3.7%	-10%	.
Cc1ccc(S(=O)(=O)CC(=O)N2CCN(c3ccc(F)cc3)CC2)cc1	10%	-0.1%	2.5%	8%	6%	8%	1.6%	-6%	-3%
Cc1nc2cc(C)c(C)cc2s1	-1%	-0.3%	1.2%	0%	-7%	8%	0.8%	-14%	-1%
O=C(Cn1ccc2ccccc2c1=O)NCCC(=O)NC1CCN(Cc2ccccc2)CC1	7%	4.7%	0.0%	-10%	10%	2%	1.8%	1%	-3%
CCCN(CC(=O)Nc1ccccc1OC)C(=O)c1ccc2c(c1)NC(=O)C(C)S2 (centres undefined)	.	0.4%[50 µM]	.	.	5%	.	1.7%	.	-4%
COc1ccc(CNC(=O)C23CC4CC(CC(Br)(C4)C2)C3)cc1	0%	0.0%	2.5%	-14%	-2%	5%	2.1%	1%	-12%
Cc1cccc(N2C(=O)c3cccc(Oc4ccc(Cl)cc4)c3C2=O)c1	-6%	0.1%	-2.0%	6%	12%	7%	-0.3%	4%	-16%
CC1(C)CC(=O)CC2(C1)NCC(c1ccccc1Cl)c1c2[nH]c2ccccc12 (centres undefined)	6%	0.3%	-0.8%	-2%	2%	7%	13%	-2%	3%
Cc1ccc(C)c(Cn2c(=O)n(CCC(=O)NCc3ccco3)c(=O)c3sccc32)c1	-5%	4.8%	10%	7%	7%	2%	-0.5%	3%	-5%
O=C(COc1ccccc1Cl)Nc1ccc(Cl)cn1	-9%	0.5%	-0.7%	3%	9%	2%	2.1%	-14%	-2%
Cc1c(Cl)cccc1NC(=S)NCc1ccccc1Cl	2%	4.0%	-2.3%	7%	9%	10%	20%	8%	-10%
O=C(CCCC(=O)n1cnc2ccccc21)n1cnc2ccccc21	9%	0.6%	-0.4%	11%	13%	8%	3.4%	-6%	7%
COc1ccc(Cl)cc1NC(=O)c1cccc(N2C(=O)C3CC=CCC3C2=O)c1 (centres undefined)	-12%	0.2%	1.0%	8%	10%	7%	4.9%	0%	-9%
CC(=O)c1ccc(NC(=O)Cn2c(=O)oc3ccccc32)cc1	5%	-0.7%[50 µM]	1.8%	4%	10%	6%	1.5%	3%	-3%
O=C(O)CC1(CC(=O)NCc2ccc(Cl)cc2)CCCCC1	15%	0.1%	-1.5%	17%	7%	7%	0.4%	-5%	-1%
Nc1ncnc2c1ncn2[C@H]1C[C@H](O)[C@@H](CO)O1	8%	3.9%	5.5%	4%	3%	4%	.	5%	-2%
CC1(C)c2[nH]c3ccccc3c2C[C@H]2C(=O)N(Cc3cccc(F)c3)C(=O)N21	.	-0.2%	.	.	4%	12%	7.8%	-2%	-5%
C=CCNC(=S)N1CCN(c2ccc([N+](=O)[O-])cc2)CC1	18%	2.3%[50 µM]	2.0%	1%	6%	-3%	0.8%	1%	-5%
COc1cccc([C@@H]2Oc3ccc(Br)cc3C(=O)[C@H]2OC(=O)NC2CCCC2)c1	0%	.	4.4%	5%	.	0%	3.3%	3%	.
COCCCNC(=O)c1ccc(C(=O)NCCCOC)cc1	6%	0.3%	3.6%	6%	1%	2%	.	-3%	-3%
O=C(CSCc1cnn(-c2ccccc2)c1-n1cccc1)NCc1ccc2c(c1)OCO2	-2%	0.6%	0.2%	18%	7%	8%	.	-14%	5%
Cc1sc(NC(=O)Cc2ccc3c(c2)OCO3)nc1-c1ccc2c(c1)CCN2C(=O)c1cccc(F)c1	-4%	2.6%[50 µM]	1.4%	-1%	8%	5%	8.0%	-4%	3%
COc1ccc(OC)c(-c2nc(C(N)=O)c3[nH]c(=O)n(-c4ccc(F)cc4)c3n2)c1	-4%	-0.2%	-3.0%	0%	8%	3%	3.8%	-10%	1%
N#Cc1c(-c2cccs2)cc(-c2ccccn2)nc1N	-1%	7.1%	0.7%	-1%	0%	7%	3.0%	1%	-7%
COCCCN(C(=O)Cc1csc(-c2cccc(Cl)c2)n1)c1c(N)n(Cc2ccccc2)c(=O)[nH]c1=O	.	-0.1%[50 µM]	.	.	5%	18%	-1.2%	2%	-1%

As a short view, three of the compounds above:
SMILES	GPR35 antagonists	UTI89 phage lysis	HIV fusion peptide	GPR55 LPI antagonism	MgcRacGAP inhibition	SV40 large T antigen	RSV antiviral HEp-2	Salmonella PhoP GFP	Dengue-2 NS5 capping	others
COc1ccc(OC)c(-c2nc(C(N)=O)c3[nH]c(=O)n(-c4ccc(F)cc4)c3n2)c1	-4%	-0.2%	-3.0%	0%	8%	3%	3.8%	-10%	1%
N#Cc1c(-c2cccs2)cc(-c2ccccn2)nc1N	-1%	7.1%	0.7%	-1%	0%	7%	3.0%	1%	-7%
COCCCN(C(=O)Cc1csc(-c2cccc(Cl)c2)n1)c1c(N)n(Cc2ccccc2)c(=O)[nH]c1=O	.	-0.1%[50 µM]	.	.	5%	18%	-1.2%	2%	-1%
